Screening data as filed in PubChem.
POLK inh: qHTS for Inhibitors of Polymerase Kappa; AID 588579, 2011; DNA polymerase kappa (Homo sapiens), Q9UBT6; purified Pol kappa, fluorescent DNA synthesis assay, 10 min; actives 0.53% (n = 400,000); Potency, µM (series often up to 107 µM), inactives show at the top dose activity, negative = inhibition, hits mostly inhibitors; further: potency means the concentration at half of the fitted maximal effect; on the % scale 0 is the no-effect control and ±100 the full control effect
Target sequence (Q9UBT6 whole entry, looked up): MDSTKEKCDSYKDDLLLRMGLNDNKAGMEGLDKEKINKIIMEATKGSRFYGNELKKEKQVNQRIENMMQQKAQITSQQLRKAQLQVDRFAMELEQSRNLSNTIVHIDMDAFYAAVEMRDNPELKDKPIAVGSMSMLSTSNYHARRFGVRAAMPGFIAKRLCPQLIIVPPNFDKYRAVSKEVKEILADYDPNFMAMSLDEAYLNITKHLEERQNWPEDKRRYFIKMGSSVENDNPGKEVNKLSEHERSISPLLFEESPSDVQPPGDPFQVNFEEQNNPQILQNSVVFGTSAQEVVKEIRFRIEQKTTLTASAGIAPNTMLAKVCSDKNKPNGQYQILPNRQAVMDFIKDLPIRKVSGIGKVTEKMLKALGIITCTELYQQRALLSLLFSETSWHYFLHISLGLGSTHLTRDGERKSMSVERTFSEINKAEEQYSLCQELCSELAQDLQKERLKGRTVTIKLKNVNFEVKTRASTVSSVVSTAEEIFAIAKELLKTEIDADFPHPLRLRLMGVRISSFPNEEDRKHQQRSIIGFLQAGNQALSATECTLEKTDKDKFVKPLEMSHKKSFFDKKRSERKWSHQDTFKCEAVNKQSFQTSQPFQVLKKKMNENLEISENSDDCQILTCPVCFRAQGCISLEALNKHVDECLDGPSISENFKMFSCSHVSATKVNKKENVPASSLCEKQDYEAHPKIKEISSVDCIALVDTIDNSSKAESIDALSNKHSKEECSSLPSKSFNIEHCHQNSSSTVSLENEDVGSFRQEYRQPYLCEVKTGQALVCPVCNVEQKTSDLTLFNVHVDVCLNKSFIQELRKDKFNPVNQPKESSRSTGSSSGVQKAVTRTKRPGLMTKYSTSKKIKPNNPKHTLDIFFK
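Fluorescent qHTS in 1536-well format: enzyme (10 nM) and compound sat 15 min at room temperature before 50 nM substrate (final) was added. Signal taken at 0 and 10 min; no-enzyme buffer wells were negative controls.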
Pol beta inh: qHTS Assay for Inhibitors of DNA Polymerase Beta | actives 1.3% (n = 340,000) | Pol beta primer extension/strand displacement, fluorescence kinetic | Potency, µM (series often up to 114 µM), for inactives: at the highest dose activity change, negative = inhibition, hits mostly inhibitors | P06746 | AID 485314, 2010; further: potency means the concentration at half of the fitted maximal effect; on the % scale 0 is the no-effect control and ±100 the full control effect
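Pol beta (10 nM) was preincubated with compound for 15 min at room temperature. The reaction was then started with 50 nM substrate and read immediately and after a further 10 min at room temperature.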
BLM inh: qHTS Assay for Inhibitors of Bloom's syndrome helicase (BLM) | RecQ-like DNA helicase BLM (Homo sapiens), P54132 | recombinant BLM DNA unwinding, fluorescence dequenching | Potency, µM (top dose mostly 56.1 µM), for the others: at the top dose activity change, negative = inhibition, usual class: inhibitors | actives 0.2% (n = 350,000);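 further: potency means the concentration at half of the fitted maximal effect; plate controls were vehicle for no effect and no enzyme for full effect; nearly all actives have a fitted effect of over 35% in size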
ALOX12 inh: Primary qHTS assay for inhibitors of human arachidonate 12S-lipoxygenase (ALOX12): Round 2. purified 12hLO, xylenol orange hydroperoxide absorbance. Potency, µM (highest dose often 108 µM), for the others: top-dose activity change, negative = inhibition, usual class: inhibitors. actives 1.1% (n = 580,000); further: potency means the concentration at half of the fitted maximal effect; on the % scale 0 is the no-effect control and ±100 the full control effect
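Purified human 12hLO (150 nM final) in 25 mM Hepes, 0.01% Triton X-100, pH 7.0 was preincubated 15 min at room temperature with compound. Then 40 uM arachidonic acid was added, 30 min. Hydroperoxide was read by Fe-XO absorbance ratio 573/405 nm.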
ERG-DNA inh: qHTS for Small Molecule Inhibitors of the ERG Ets/DNA interaction. Transcriptional regulator ERG (Homo sapiens), P11308. Potency, µM (titrated, usually from 76.9 µM), inactives show at the top dose FP activity, negative = inhibition, usual class: inhibitors. fluorescence polarization, His-ERG Ets domain / labelled DNA. actives 0.028% (n = 370,000); active means well fitted inhibition curve with a large enough effect in the polarisation, with a control signal flat; inconclusive means small, poorly fitted or top-dose-only effect, or effect the other way, or a change in a side signal; inactive means no such curve, though single readings can be large or run the other way; the % refers to the polarisation;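 further: polarization taken with two DNA probes labelled with fluorescein and Texas red; potency means the concentration at half of the fitted maximal effect; % of control where 0% means no effect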
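His-tagged ERG Ets domain (1 uM in the protein solution; 300mM KCl, 50mM Tris-HCl, 1mM EDTA, 1mM DTT, pH 7.5) received compound, then a probe mix of 5 nM fluorescein-DNA and 100nM Texas-615-DNA. Fluorescence polarization was read for both dyes.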
TRHR ag: qHTS for Small Molecule Agonists and Allosteric Enhancers of Human TRH Receptor: Primary Screen for Agonists | Thyrotropin-releasing hormone receptor (Homo sapiens), P34981 | TRHR cells, calcium flux fluo-8, FDSS agonist mode | activation, % at 2 µM | actives 0.18% (n = 360,000); in the data active means activation above about 30%; further: 0% is about no effect
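Steps: seed TRHR cells overnight; add fluo-8 no-wash Ca dye, RT 30 min–1.5 h; record 10 s baseline; pin-transfer compounds; monitor fluorescence 1 cycle/s for the agonist window. Calcium increases flag candidate agonists.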
Apoferritin bind: qHTS Assay for Identification of Novel General Anesthetics. Ferritin light chain (Equus caballus), P02791. apoferritin/1-aminoanthracene competitive binding, fluorescence. Potency, µM (titrated, usually from 77.5 µM), inactives show at the top dose activity change, negative = displacement, hits mostly inhibitors. actives 0.074% (n = 350,000). AID 485281, 2010; further: potency means the concentration at half of the fitted maximal effect; on the % scale 0 is the no-effect control and ±100 the full control effect; nearly all actives have a fitted effect of over 20% in size
Target sequence (P02791 2-175 limits assumed): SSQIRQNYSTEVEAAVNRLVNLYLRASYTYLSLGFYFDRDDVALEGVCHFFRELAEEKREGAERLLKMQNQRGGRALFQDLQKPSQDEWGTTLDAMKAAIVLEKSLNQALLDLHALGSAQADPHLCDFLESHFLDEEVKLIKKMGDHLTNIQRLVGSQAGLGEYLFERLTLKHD
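In PBS, apoferritin at 10 uM is loaded with 1-AMA from a 50% saturated solution. After 10 min of compound exposure at ambient temperature, reduced 535 nm fluorescence indicates probe displacement.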
APE1 inh: qHTS Assay for Inhibitors of the Human Apurinic/apyrimidinic Endonuclease 1 (APE1); DNA repair nuclease/redox regulator APEX1 (Homo sapiens), P27695; recombinant APE1, TAMRA/BHQ-2 abasic DNA cleavage fluorescence; Potency, µM (top dose mostly 65.8 µM), without a hit: at the highest dose activity change, negative = inhibition, actives largely listed as inhibitors; actives 0.35% (n = 350,000); AID 2517, 2012;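 further: potency means the concentration at half of the fitted maximal effect; plate controls were vehicle for no effect and reference inhibitor for full effect; nearly all actives have a fitted effect of over 55% in size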
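Substrate: short duplex with […] THF abasic site, 5'-TAMRA and 3'-BHQ-2, 50 nM final. APE1 at 0.75 nM, preincubated 15 min RT with compound. Fluorescence increase from first to third read measured activity.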
Pol iota inh: qHTS for Inhibitors of Polymerase Iota | DNA polymerase iota (Homo sapiens), Q9UNA4 | Pol iota fluorescent replication assay, 10 min | Potency, µM (series often up to 115 µM), inactives show at the top dose activity, negative = inhibition, usual class: inhibitors | actives 1% (n = 390,000); further: potency means the concentration at half of the fitted maximal effect
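Fluorescent replication assay read twice, at 0 min and 10 min after adding 50 nM (final) substrate. Enzyme (10 nM) and compounds were first incubated 15 min at room temperature; enzyme-free buffer wells were negative controls.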
Numbers without * were called inactive; ? = inconclusive; nt = no result given; & = joins results of further samples; [ ] = dose if it differs, or a comment. Unless noted, the call rests on the fitted dose curve; in most records, active means well fitted curve in the direction sought with a large enough effect; inconclusive means small, poorly fitted or top-dose-only effect, or another doubt; inactive means no such curve, though single readings can be large; an effect the other way counts as inactive or inconclusive. The list is partial; the hit share may differ from the screen's.

SMILES	POLK inh	Pol beta inh	BLM inh	ALOX12 inh	ERG-DNA inh	TRHR ag	Apoferritin bind	APE1 inh	Pol iota inh
CCN(CC)S(=O)(=O)c1cccc(-c2nnc(SCCCC(=O)c3ccc(F)cc3)o2)c1	-14%	-16%	-5%	-6%	1%	3.7	?	-7%	13%
Cc1ccc(-n2c(COc3cccc(C)c3)n[nH]c2=S)cc1	6%	-23%	-7%	?	-5%	-1.1	-8%	0%	11%
CN(C)c1ccc(CNC(=O)CCS(=O)(=O)c2ccc3c(c2)n(C)c(=O)c(=O)n3C)cc1	0%	25µM*	-2%	nt	-3%	0.6	?	-2%	5%
c1ccc(NC2=NCCN2CC2CCCC2)cc1	-15%	17%	4%	-16%	-7%	0.1	-10%	14%	11%
CCN(CC)S(=O)(=O)c1ccc2[nH]cc(C(=O)NC3CC3)c(=O)c2c1	-5%	24%	-3%	-12%	-2%	-0.1	3%	-6%	-1%
CCC(Sc1nc2c(sc3ccccc32)c(=O)n1CCc1ccccc1)C(=O)N(CC)CC (stereo not drawn)	2%[60.1 µM]	-11%	-3%	-14%	2%	-0.3	4%	nt	11%
COCCN(CCOC)Cc1c(C)[nH]c2c(C)c(C)ccc2c1=O	-2%	52%[activator]	4%	1%[57.4 µM]	nt	0.8	-6%	14%	-3%
CCN(CC)c1ccc(NC(=O)CN2CCN(c3ccccc3OC)CC2)cc1	-1%[60.1 µM]	-30%	-3%	-26%	-2%	-1.4	4%	nt	14%
O=S(=O)(NCc1ccc(F)cc1)c1ccc(N2CCCCS2(=O)=O)cc1	-13%[60.1 µM]	-1%	-1%	-28%	-4%	0.6	38%[activator]	nt	-3%
CCCCCn1c(=O)[nH]c2cc(C(=O)N3CCN(c4cccc(C)c4)C(C)C3)ccc2c1=O (stereo not drawn)	-7%	39%	-4%	0%	3%	0.3	?	nt	7%
Cc1ccc(C2(c3ccccc3)NC(=O)N(CC(=O)NC3CCCCC3)C2=O)cc1C (stereo not drawn)	-9%	nt	nt	-27%	13%	-0.8	nt	13%	11%
COc1ccc(-n2c(SCC(=O)Nc3ccccc3)nnc2-c2ccc(NS(=O)(=O)c3ccc(C)cc3)cc2)cc1	2%	2%	1%	0%	-2%	1.5	-10%	13%	7%
Cc1ccc(C)c(-c2cc(C(=O)N/N=C/c3cccnc3)c3ccccc3n2)c1	-10%	3%	-6%	1%	-11%	-0.1	-20%	-2%	-11%
CC1(C)CC2CC(C)(CN2/C=N/c2sc3c(c2C#N)CC(C)(C)NC3(C)C)C1 (stereo not drawn)	-19%	1%	-5%	110%[activator]	-3%	0.8	-4%	4%	47%[activator]
CN(C)c1ccc(C(=O)N2CC(=O)N(CCc3ccccc3)C(=O)C2)cc1	1%	24%	-4%	179%[activator]	8%	-0.1	-14%	13%	19%
COc1ccccc1OCCCOc1c(Cl)cc(C)cc1Cl	-10%	-15%	-2%	-19%	-5%	1.5	3%	5%	16%
CCC(c1nnnn1Cc1ccco1)N(Cc1ccccc1OC)Cc1cc2cc(C)ccc2[nH]c1=O (stereo not drawn)	-19%	10%	-2%	?	0%	0.4	-19%	-1%	2%
CNC(=O)c1nnc(Cc2ccc(Cl)cc2)o1	-13%	1%	2%	5%[57.4 µM]	-2%	-0.4	-13%	-1%	19%
Cc1n[nH]c(=O)n1-c1ccc(Oc2ccccc2)cc1	2%	0%	1%	-22%	-4%	-0.2	?	-4%	3%
COc1cc(NC(=O)COC(=O)c2cnccn2)c(C)cc1[N+](=O)[O-]	-7%	8%	-9%	0%	-12%	0.7	-9%	15%	1%
COc1ccc(C2=C(C)C(=NCCCN3CCN(c4cc(Cl)ccc4C)CC3)NS2(=O)=O)cc1	-5%	-17%	2%	?	6%	-0.6	6%	nt	2%
CCCn1c(=O)c(C(=O)Nc2cccc(C)c2)c(O)c2ccccc21	-4%	-16%	-6%	0%	-9%	0.3	-5%	22%	?
CCOC(=O)CSc1nnc(CCc2nc3ccccc3[nH]2)n1C	-10%	0%	-1%	42%[activator]	-2%	-0.1	-9%	6%	10%
CCOc1ccc(CCNC(=O)c2cnc3sc(N(CC)CC)nn3c2=O)cc1OCC	-2%	-9%	1%	-3%	0%	-0.4	58%[activator]	nt	-15%
CCCCN1C(=S)SC(C)(C)C1/[N+]([O-])=C/c1cccnc1 (stereo not drawn)	-1%	2%	0%	0%	1%	0.2	-11%	3%	6%

Continuation:
SMILES	POLK inh	Pol beta inh	BLM inh	ALOX12 inh	ERG-DNA inh	TRHR ag	Apoferritin bind	APE1 inh	Pol iota inh
CCCOC(=O)C1=C(C)N(C)C(=O)NC1c1cc2c(cc1Br)OCO2 (stereo not drawn)	4%	-3%	1%	0%	17%	-1.7	?	18%	?
Cc1ccc(CNC(=O)CSc2nc3ccccc3c(=O)n2CC2CCCO2)cc1 (stereo not drawn)	-11%	nt	nt	2%	3%	nt	nt	5%	-4%
Cc1oc(-c2ccccc2F)nc1CS(=O)(=O)CC(=O)NCCc1ccc(Cl)cc1	-6%	?	1%	-16%	-2%	-0.4	166%[activator]	nt	8%
Clc1cccc(-c2nnc3n2CCCCC3)c1	0%	22%	0%	0%	-7%	-0.3	-2%	-1%	93%[activator]
CC(C)(C(=O)N[C@H](CO)c1ccccc1)C(=O)N[C@H](CO)c1ccccc1	-3%	43%	2%	3%	-3%	0.0	-11%	-6%	22%
O=C(NCc1ccc(Cl)cc1)C1CCN(S(=O)(=O)N2CCOCC2)CC1	-5%	4%	-8%	4%	-1%	-0.5	1%	8%	22%
CC(C)CN(CCCNC(=O)CN1C(=O)COc2ccc(S(=O)(=O)N3CCCCCC3)cc21)CC(C)C	-17%&0%	0%&22%	2%&-1%	-14%&-13%	21%&-8%	-0.3&-1.4	-7%&8%	27%	13%&45%
CN(C)/C=C(\C=O)c1cccc(Cl)c1	-6%	?	-4%	-5%	-3%	0.0	-3%	-6%	-1%
CN1C(=O)c2ccc(Oc3ccccc3)cc2C1=O	5%	nt	nt	39%[activator]	2%	nt	nt	nt	50%[activator]
CCOC(=O)c1c(S(=O)(=O)NCCc2ccc(OC)c(OC)c2)c(C)n(C)c1C	-15%	11%	1%	25%	1%	-0.8	4%	11%	-3%
CC(C)OC(=O)CC12CN3CC(CC(=O)OC(C)C)(CN(C1)C(=O)c1ccccc1C3=O)C2=O	-5%	-1%	-2%	0%	-4%	0.1	-18%	4%	11%
CS(=O)(=O)Cc1ccc(C(=O)NC(c2ccccc2)c2ccccc2)cc1	1%	16%	-6%	6%	-6%	0.9	-9%	32%	8%
CCCCc1cc(C(=O)Cc2ccccn2)c(O)cc1O	11%	25%	-4%	?	-6%	1.3	6%	30%	-28%
CCCn1c(CCC(=O)Nc2ccccc2Cc2ccccc2)nc2cc(S(=O)(=O)N3CCOCC3)ccc21	-4%	0%	-5%	0%	4%	-0.1	?	2%	29%
CCC(C)(C)n1nnnc1C(c1ccc(OC)c(OC)c1)N1CCN(c2ccc(OC)cc2)CC1 (stereo not drawn)	-6%	2%	0%	?	-5%	-0.6	?	-2%	-10%
CCCC(=O)Nc1ccc2nc(SCC(=O)Nc3ccc(N4CCOCC4)c(Cl)c3)sc2c1	-8%	6%	-4%	289%[activator]	0%	-0.8	-23%	-8%	-18%
CCOc1cc(C=O)cc(N=Nc2cccc([N+](=O)[O-])c2)c1O	-23%	-1%	-7%	-4%	-6%	0.9	-6%	4%	23%
O=C(Nc1ccc(Cl)c(S(=O)(=O)N2CCOCC2)c1)c1ccc2c(c1)OCCO2	3%	1%	-5%	-5%	-8%	0.7	-11%	-11%	7%
CCSc1nnc(-c2ccc(S(=O)(=O)NCc3cccs3)cc2)o1	2%	35%	-7%	5%	-6%	0.0	?	18%	10%[58.9 µM]
COC1OCC(O)C(OC(=O)c2ccccc2)C1OC(=O)c1ccccc1 (stereo not drawn)	3%	nt	nt	-13%	0%	nt	nt	nt	37%[activator]
CCNS(=O)(=O)c1ccc(OCCNS(C)(=O)=O)cc1	4%	11%	-3%	-3%	3%	-0.7	8%	3%	0%
COCc1c(C(=O)N/N=C(/C)c2ccccc2)nnn1-c1nonc1N	-15%	2%	1%	-11%	9%	0.7	-4%	2%	6%
CCCc1cc(=O)[nH]c(Nc2cc(OC)ccc2OC)n1	-6%	2%	-2%	4%	3%	-0.1	-2%	-2%	21%

Compound profiles, as listed above:
CCOC(=O)c1c(S(=O)(=O)NCCc2ccc(OC)c(OC)c2)c(C)n(C)c1C is entered as POLK inh = -15%; Pol beta inh = 11%; BLM inh = 1%; ALOX12 inh = 25%; ERG-DNA inh = 1%; TRHR ag = -0.8; Apoferritin bind = 4%; APE1 inh = 11%; Pol iota inh = -3%
CCNS(=O)(=O)c1ccc(OCCNS(C)(=O)=O)cc1 is entered as POLK inh = 4%; Pol beta inh = 11%; BLM inh = -3%; ALOX12 inh = -3%; ERG-DNA inh = 3%; TRHR ag = -0.7; Apoferritin bind = 8%; APE1 inh = 3%; Pol iota inh = 0%

Three compounds out of the list above, ordered by the value under ERG-DNA inh, descending.
mol	ERG-DNA inh
CCCOC(=O)C1=C(C)N(C)C(=O)NC1c1cc2c(cc1Br)OCO2 (stereo not drawn)	17%
CCOC(=O)c1c(S(=O)(=O)NCCc2ccc(OC)c(OC)c2)c(C)n(C)c1C	1%
CCC(c1nnnn1Cc1ccco1)N(Cc1ccccc1OC)Cc1cc2cc(C)ccc2[nH]c1=O (stereo not drawn)	0%
